# Assay outcomes deposited in PubChem by several laboratories.
# Neddyl block: blocks human cullin neddylation | AID 651699 | calls only at 25 µM | TR-FRET cullin neddylation, biochemical | P61081+Q13564 | actives 0.58% (n = 360,000); in the data active means inhibition above about 36%
# Target sequence (P61081 whole entry, looked up): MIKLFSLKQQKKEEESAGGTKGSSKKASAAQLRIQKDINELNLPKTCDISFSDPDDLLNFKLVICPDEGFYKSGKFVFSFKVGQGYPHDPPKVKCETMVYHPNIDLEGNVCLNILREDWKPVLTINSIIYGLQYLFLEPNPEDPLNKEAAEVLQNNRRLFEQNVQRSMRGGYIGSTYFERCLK
# Target sequence (Q13564 whole entry, looked up): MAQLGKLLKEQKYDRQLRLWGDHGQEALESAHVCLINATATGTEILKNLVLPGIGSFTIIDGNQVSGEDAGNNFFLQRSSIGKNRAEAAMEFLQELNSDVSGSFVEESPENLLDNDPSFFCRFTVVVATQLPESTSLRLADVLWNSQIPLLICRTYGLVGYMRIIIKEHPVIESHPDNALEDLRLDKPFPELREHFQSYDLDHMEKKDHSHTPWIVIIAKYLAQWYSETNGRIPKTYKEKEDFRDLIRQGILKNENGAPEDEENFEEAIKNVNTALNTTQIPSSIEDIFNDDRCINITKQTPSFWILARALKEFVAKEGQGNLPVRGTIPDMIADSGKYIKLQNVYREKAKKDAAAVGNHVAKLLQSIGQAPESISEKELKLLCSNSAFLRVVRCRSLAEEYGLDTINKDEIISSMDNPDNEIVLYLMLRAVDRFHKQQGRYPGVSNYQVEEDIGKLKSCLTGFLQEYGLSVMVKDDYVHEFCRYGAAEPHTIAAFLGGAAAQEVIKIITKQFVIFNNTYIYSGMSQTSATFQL
# NRP1-CendR mod: alters CendR peptide binding to human NRP-1. O14786. FAM-RPARPAR peptide binding to NRP-1, fluorescence polarization. inhibition, % at 25 µM. actives 0.85% (n = 360,000);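 active means inhibition or corrected inhibition above about 18%, plus a signal ratio from 0.5 to 1.5, limit read from the data, passing the limit was not always enough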; further: strong numbers were not always called active
# Rin1-Abl PPI inh: inhibitors of human Rin1-Abl protein interaction; P00519+Q13671; TR-FRET Rin1/Abl binding, biochemical; inhibition, % at 7.35 µM; actives 0.4% (n = 360,000); AID 588664; in the data active means inhibition above about 5%, passing the limit was not always enough
# SKN-1 inh: blocks SKN-1 activity in C. elegans | AID 624304 | inhibition, % at 21.8 µM | actives 0.49% (n = 360,000) | C. elegans VP596 Pgst-4::GFP/RFP ratio, acrylamide-induced, 24 h;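 active means interference check ratio from 0.5 to 1.5 plus GFP to RFP signal ratio inhibition reaching or exceeding a fixed threshold, cut at about 30% in these data, passing the limit was not always enough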; further: some compounds called inactive have numbers as strong as hits
# MT1-MMP act inh: MT1-MMP (human) activation inhibition | P50281 | HT1080 RFP-PRO-GFP cells, GFP/RFP ratio fluorescence, overnight; percent of plate control window, DMSO zero | GFP/RFP ratio change, % at 20 µM | actives 0.061% (n = 360,000);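 active means GFP/RFP ratio change of at least 30% with cell ATP level not reduced by more than half and red fluorescence within 50% of control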; further: strong numbers were not always called active
#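 Assay system: RFP-PRO-GFP reporter HT1080 cells; read-out basis: GFP/RFP fluorescence ratio; benchmarks: DMSO wells and RFP-L50D-GFP cells; doses: 20 µM single dose, 1% DMSO; schedule: overnight cell settling, then overnight compound exposure, 37 °C, 5% CO2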
# bovine MsrA act: bovine methionine sulfoxide reductase A activation; purified bovine MsrA, absorbance read-out; activation, % at 10.6 µM; actives 0.3% (n = 360,000); in the data active means activation above about 7.5%;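 further: 0% = vehicle and 100% = reference activator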
# FAS-TE inh: blocks the thioesterase domain of human fatty acid synthase; recombinant FAS-TE, OMFH fluorogenic substrate, fluorescence endpoint; AID 602261; inhibition, % at 15 µM; P49327; actives 0.67% (n = 360,000);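 active means compounds whose normalised, plate-corrected inhibition of enzyme fluorescence in the single-dose primary screen is 50% or more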;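 further: 0% = DMSO with enzyme and 100% = substrate without enzyme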
# PABP1 MLLE inh: blocks PAM2 peptide binding to the PABP1 MLLE domain; P11940; GST-MLLE / FITC-PAM2 fluorescence polarization; inhibition, % at 20 µM; actives 0.36% (n = 360,000); AID 588489; in the data active means inhibition above about 35%, passing the limit was not always enough;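 further: plate controls were DMSO wells with GST-MLLE for no effect and wells lacking GST-MLLE protein for full effect; some results filed as inactive read as strong as hits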
# eLon inh: inhibitors of E. coli Lon protease; purified E. coli Lon protease, fluorescence polarization; actives 0.42% (n = 360,000); inhibition, % at 7.94 µM; AID 602123; P0A9M0; in the data active means inhibition above about 13%, passing the limit was not always enough;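 further: 0% = enzyme with probe and DMSO and 100% = no enzyme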
# Starred values were filed as active, the others as inactive; i = inactive; . = no result given.
cpd	molecule	Neddyl block	NRP1-CendR mod	Rin1-Abl PPI inh	SKN-1 inh	MT1-MMP act inh
1	CC[C@@H]1C=C(C(=O)O)[C@H](c2ccc(Cl)c(Cl)c2)N1S(=O)(=O)c1ccc(C)cc1	i	-4.2	-2.6	0.0	2.2
2	O=C(NCc1ccncc1)C(=O)NCc1ccco1	i	-6.9	-0.2	-0.9	1.3
3	C=C1C(=O)[C@@]23[C@H](O)C[C@@H]4C(C)(C)CC[C@H](O)[C@@]4(C)[C@@H]2CC[C@@H]1[C@H]3O	i	-3.3	0.5	6.5	26.7
4	Cc1cccc(-c2n[nH]c(=S)n2/N=C/c2ccco2)c1	i	-14.6	-5.1	4.5	-0.5
5	C=CCn1c(SCC(=O)NC2CC2)nnc1-c1ccccn1	i	4.5	0.1	1.1	-0.2
6	CCOC(=O)CNC(=O)C1CCCc2c1[nH]c1ccc(Cl)cc21 (stereo not drawn)	i	-1.1	1.0	3.6	-6.7
7	Cc1ccc(-n2[nH]c(C)c(/C=N/NC(=O)c3ccc(O)cc3O)c2=O)cc1	.	-7.0	0.7	2.0	9.5
8	O=C(OCC(=O)c1cccs1)C1=COCCO1	i	-0.5	-1.0	-4.9	1.5
9	O=S(=O)(c1ccc2oc(=S)[nH]c2c1)N1CCCCC1	i	-7.0	-4.6	-4.2	0.9
10	C=CCN1C(=O)/C(=C2\SC(N3CCOCC3)=NC2=O)c2cc(Br)ccc21	i	-15.4	-2.8	8.2	-4.9

cpd	bovine MsrA act	FAS-TE inh	PABP1 MLLE inh	eLon inh
1	-1.5	-10.5	5.7	10.4
2	-0.6	-5.3	-3.1	1.2
3	-1.1	-3.5	30.1	10.5
4	2.3	-5.0	-29.7	-10.2
5	-1.9	-0.5	3.1	4.5
6	-1.1	5.2	-14.5	-10.0
7	-10.0	23.4	5.9	-1.2
8	1.8	-4.6	4.2	-7.4
9	-1.6	-0.9	-112.5	-9.4
10	-11.1	2.1	2.5	-0.7

# Additional entries.
cpd	molecule	Neddyl block	NRP1-CendR mod	Rin1-Abl PPI inh	SKN-1 inh	MT1-MMP act inh
11	O=C(NCc1ccccn1)C1CC(c2ccc(Cl)c(Cl)c2)=NO1 (stereo not drawn)	i	2.3	-5.5	-16.8	3.7
12	Cc1cccc(CN2CCN(C(c3ccccc3)c3ccc(Cl)cc3)CC2)c1 (stereo not drawn)	i	-10.5	3.6	9.3	-3.1
13	CCS(=O)(=O)c1ccc(O)c(N2C(=O)C3C4C=CC(C4)C3C2=O)c1 (stereo not drawn)	i	4.8	1.1	2.0	0.1
14	N#CCCn1c(SCC(=O)NCc2ccco2)nc2ccccc21	i	-1.0	-2.6	-4.8	-0.5
15	Cc1noc(C)c1C(=O)Nc1nc(-c2ccccc2Cl)cs1	i	-10.2	-0.6	5.5	-0.1
16	COc1ccc(C(C(=O)NCC2CCCO2)N(C(=O)CNC(=O)c2cccs2)c2ccc(C(C)=O)cc2)cc1OC (stereo not drawn)	i	15.7	3.8	9.3	-0.6
17	CC(C)Cn1cc(F)c(=O)n(CC(C)C)c1=O	i	10.6	4.8	-9.6	-1.5
18	Cc1cn([C@H]2C[C@H](N=[N+]=[N-])[C@@H](CO)O2)c(=O)[nH]c1=O	i	-6.5	3.7	-11.8	-2.9
19	Cc1ccc(NS(=O)(=O)c2ccc(OCC(=O)NCc3ccncc3)cc2)cc1	i	-5.2	2.0	10.4	-5.2
20	N#Cc1cc2c(nc1SCc1cccnc1)CCCC2	i	9.6	-2.9	7.7	-3.0

cpd	bovine MsrA act	FAS-TE inh	PABP1 MLLE inh	eLon inh
11	-11.2	3.0	2.9	-6.0
12	-1.5	22.3	13.8	2.4
13	-7.4	-5.2	10.2	-10.5
14	-6.2	-4.5	-15.9	9.6
15	-3.6	4.7	-0.1	-7.1
16	-1.7	-5.4	-4.0	0.4
17	-3.9	-4.8	-10.7	-6.9
18	5.6	-6.4	-7.2	-7.5
19	-2.0	-4.6	2.5	2.3
20	-2.2	5.0	21.1	-4.0

# Single records, as listed above.
# Cc1cn([C@H]2C[C@H](N=[N+]=[N-])[C@@H](CO)O2)c(=O)[nH]c1=O reads Neddyl block = i; NRP1-CendR mod = -6.5; Rin1-Abl PPI inh = 3.7; SKN-1 inh = -11.8; MT1-MMP act inh = -2.9; bovine MsrA act = 5.6; FAS-TE inh = -6.4; PABP1 MLLE inh = -7.2; eLon inh = -7.5
# N#Cc1cc2c(nc1SCc1cccnc1)CCCC2 reads Neddyl block = i; NRP1-CendR mod = 9.6; Rin1-Abl PPI inh = -2.9; SKN-1 inh = 7.7; MT1-MMP act inh = -3.0; bovine MsrA act = -2.2; FAS-TE inh = 5.0; PABP1 MLLE inh = 21.1; eLon inh = -4.0

# (continued)
cpd	molecule	Neddyl block	NRP1-CendR mod	Rin1-Abl PPI inh	SKN-1 inh	MT1-MMP act inh
21	Cc1nn(C)c(C(=O)N2CCN(C(=O)c3ccco3)CC2)c1[N+](=O)[O-]	i	-17.7	-0.5	0.6	-1.8
22	CN(C)CCCNC(=O)C(=O)NCC1OCCN1S(=O)(=O)c1cccs1 (stereo not drawn)	i	4.9	-1.8	12.8	-1.2
23	CCCCNC(=O)O[C@H]1C[C@@H]2CCN3C(=O)CCC[C@H]([C@H]1CC)[C@H]23	i	-4.8	0.8	2.0	1.5
24	O=C1Cc2ccccc2C(=O)N1Cc1cccc(Cl)c1	.	-3.1	1.3	1.9	1.5
25	CC(C)c1ccc(OCCCN2CCCC2)cc1	i	-1.8	0.5	-11.1	-2.1

cpd	bovine MsrA act	FAS-TE inh	PABP1 MLLE inh	eLon inh
21	-2.9	-10.6	-3.0	1.1
22	-3.6	-2.5	-12.7	-2.1
23	-2.6	-5.5	8.1	-7.2
24	-1.4	29.2	32.5	-3.6
25	-0.4	-6.1	-9.1	-3.6

# 5 entries from above, sorted by molar mass, low to high.
cpd	molecule	Neddyl block	NRP1-CendR mod	Rin1-Abl PPI inh	SKN-1 inh	MT1-MMP act inh
25	CC(C)c1ccc(OCCCN2CCCC2)cc1	i	-1.8	0.5	-11.1	-2.1
18	Cc1cn([C@H]2C[C@H](N=[N+]=[N-])[C@@H](CO)O2)c(=O)[nH]c1=O	i	-6.5	3.7	-11.8	-2.9
24	O=C1Cc2ccccc2C(=O)N1Cc1cccc(Cl)c1	.	-3.1	1.3	1.9	1.5
22	CN(C)CCCNC(=O)C(=O)NCC1OCCN1S(=O)(=O)c1cccs1 (stereo not drawn)	i	4.9	-1.8	12.8	-1.2
19	Cc1ccc(NS(=O)(=O)c2ccc(OCC(=O)NCc3ccncc3)cc2)cc1	i	-5.2	2.0	10.4	-5.2

cpd	bovine MsrA act	FAS-TE inh	PABP1 MLLE inh	eLon inh
25	-0.4	-6.1	-9.1	-3.6
18	5.6	-6.4	-7.2	-7.5
24	-1.4	29.2	32.5	-3.6
22	-3.6	-2.5	-12.7	-2.1
19	-2.0	-4.6	2.5	2.3
